# SSB-PriA inh = K. pneumoniae PriA-SSBct interaction inhibition. inhibition, % at 33 µM. 430,000 tested, 0.6% active. AlphaScreen SSBct-PriA binding, biotinylated peptide; in the data active = inhibition mostly above about 37%, no sharp cut-off; inactive = mostly below about 20%;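 also: plate controls were negative control peptide for no effect and reference peptide for full effect; strong numbers were not always called active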
# * = called active by the depositor; & = joins results of further samples. This is a subset. The share of hits here may be higher or lower than overall.
smiles	SSB-PriA inh
O=C(c1cccs1)N1N=C(c2ccc3c(c2)OCO3)CC1c1ccco1 (configuration not stated)	11
Cc1ccccc1-n1ncc2c(C(C)C)nn(Cc3ccccc3F)c(=O)c21	-20
Cc1nn(C2CCS(=O)(=O)C2)c(C)c1CCC(=O)O (configuration not stated)	-14
CC(=O)c1ccc(S(=O)(=O)NCCNC(=O)c2ccc(NC(=O)C3CC3)cc2)cc1	-13
O=C(Cc1cccs1)NCCn1ncc2c(N3CCN(c4ccc(F)cc4)CC3)ncnc21	-25&0
Cn1cccc(C(=O)NCc2cnn3c2CCCC3)c1=O	7
O=c1cc(-c2cccs2)nc[nH]1	-10
O=S(=O)(NCCc1cn2ccccc2n1)c1ccc(Oc2ccccc2)cc1	0
COc1ccccc1-c1ccc(N2CCC(C(=O)Nc3ccc(S(N)(=O)=O)cc3)CC2)nn1	-14&-6
Nc1nc(SCC(=O)Nc2ccccc2Br)ncc1S(=O)(=O)c1cccs1	-5
CC(=NOC(=O)c1ccc(C)cc1)c1cccs1	-3
O=C(NN=C1CCS(=O)(=O)c2ccc(F)cc21)c1cccnc1	-12
COc1ccc(-c2noc(CS(=O)(=O)c3cc(C)c(C)cc3C)n2)cc1OC	-18&1
COc1ccccc1CC(N)=NOC(=O)c1cccs1	-1
O=C(Nc1cccc(-c2csc(NC(=O)c3ccc(Br)cc3F)n2)c1)c1ccc(Br)cc1F	-10&-1
CCOc1cccc2sc(=NC(=O)c3ccc4c(c3)CCCC4)n(CC(=O)OC)c12	-15
OC(COC12CC3CC(CC(C3)C1)C2)Cn1cnc2ccccc21 (configuration not stated)	16
COc1ccccc1C(CNS(=O)(=O)CC12CCC(CC1=O)C2(C)C)OC (configuration not stated)	-21
COc1ccccc1-n1c(CNC(=O)c2ccccc2F)nnc1SCC(=O)c1ccccc1	10
O=C(Cn1c2c(c(=O)n(C3CCCCC3)c1=O)CCC2)Nc1ccc2c(c1)OCCO2	2
CCOc1ccccc1C(=O)N1CCN(C[C@H](O)c2ccco2)CC1	-7
CO[C@@H](CNC(=O)COc1ccccc1F)c1cccc(F)c1	-7
C=CCn1c(SCC(=O)NCCc2ccccc2)nc2scc(-c3ccco3)c2c1=O	-10
CCOCC(=O)N1CCC2(CCc3ccccc3O2)CC1	-12
COc1ccc(-c2cc(=O)[nH]c(SCc3nc(-c4ccccc4C)no3)n2)cc1	-15
COc1cccc(C(=O)N(CCn2cccn2)c2nc3c(Cl)cccc3s2)c1OC	11
CCn1c(SCC(=O)N(C)c2ccccc2)nnc1-c1cn(C)nc1OC	-2
Cc1cc(C)n(C(=O)c2scc(-c3cccc(F)c3)c2S(=O)(=O)N(C)c2ccccc2)n1	-10
COc1ccc(S(=O)(=O)N2C3CCC2CC(SC)C3)cc1F (configuration not stated)	-1
COC(=O)c1ccc(C(=O)N2CC[C@@]3(CC(=O)c4ccccc4O3)C2)cc1	-1
O=S(=O)(c1ccc(Cl)s1)N1CCN(c2cc3c(nn2)CCCC3)CC1	-7
O=C(NCc1ccncc1)c1cc(=O)c(OCc2ccc(F)cc2)co1	-11
NC(=O)Cn1c(-c2nnco2)cc2ccccc21	14
C=Cc1ccc(COC(=O)c2nnn(-c3ccc(OC)c(Cl)c3)c2C)cc1	-11
CC(=O)N1CCC(C(=O)NC2CCC(Oc3ccccn3)CC2)CC1 (configuration not stated)	-3
COc1ccc(NC(=O)Cn2nc(C3CC3)c3cnn(-c4ccc(F)cc4)c3c2=O)cc1	0
O=S(=O)(Nc1cc(OCc2ccccc2)ncn1)c1ccc(OC(F)(F)F)cc1	-2
COc1ccc(N2CCN(C(c3cccs3)c3sc4nc(-c5ccco5)nn4c3O)CC2)cc1 (configuration not stated)	46
COc1ccc(S(=O)(=O)N(C(=O)C2CCCCC2)c2ccc3oc(=O)sc3c2)cc1OC	-7
O=C(CN1CCN(Cc2nc(-c3ccco3)cs2)CC1)N1CCCC1	12
Cc1cc(C)c(S(=O)(=O)N(C)c2ccsc2C(=O)NCc2ccccc2F)c(C)c1	-9
O=C(c1cccs1)N(CCn1cccn1)c1nc2c(F)cccc2s1	-7
CC(C)C(=O)Nc1ccc(C(=O)NCCNC(=O)c2ccc(C(F)(F)F)cc2)cc1	-12
Cc1cc(C)n(CC(=O)NN=Cc2ccccn2)n1	-2
O=C(NCCn1nc(C(F)(F)F)c2c1CCOC2)c1ccco1	-4
CCCn1c(=O)c2ccccc2n2c(SCC(=O)C(C#N)=C(C)N)nnc12	9
O=C(Cn1nc(-c2ccc3c(c2)OCO3)ccc1=O)NC1CCCC1	-12
CCN(CC)c1ccc(C=NN2CCN(Cc3ccc(Cl)cc3)CC2)c(O)c1	2
COc1ccc(Cl)cc1C(=O)NCC(c1ccc(F)cc1)N1CCN(C)CC1 (configuration not stated)	9
COc1cc2ccccc2cc1C(=O)Nc1nc(-c2ccc(C)o2)cs1	-10

# Further compounds follow:
smiles	SSB-PriA inh
CCc1ccccc1Sc1nccn2c(=O)n(CC(=O)N3CCN(c4ccccc4F)CC3)nc12	1
COc1cccc(/C=N\NC(=O)Cn2ccnc2C)c1	-1
N#Cc1nccnc1N1CCC(CNC(=O)NCCOc2ccccc2)CC1	-20
CN(C)CCNC(=O)c1ccc(=O)n(C)n1	-6
O=C(NCc1cccs1)c1n[nH]nc1Nc1cccc(F)c1	-9
CN(C)N=Cc1ccc(N2CCOCC2)cc1	3
COCC(=O)NN=C(C)CC(=O)NCc1ccco1	-8
Cc1cccc(NC(=O)C2CN(C(=O)c3cnccn3)C2)n1	3
CCCCN(C)S(=O)(=O)c1ccc(C(=O)Nc2nnc(-c3cc(C)n(C)n3)o2)cc1	-13
O=C(Nc1cccc(-c2ccc3nnc(-c4ccncc4)n3n2)c1)c1ccc2ccccc2n1	2
CCc1cccc2sc(NCc3ccccc3)nc12	7
COc1ccc(C2=NN(S(=O)(=O)c3ccccc3)C(c3ccccc3F)C2)cc1OC (configuration not stated)	4
CN(c1ccc(F)cc1)S(=O)(=O)c1ccsc1-c1nc(-c2cccnc2)no1	-1
COc1ccc(NC(=O)NCCCn2ncccc2=O)cc1OC	-7
C=C(C)C1CC=C(C)C(=NNC(=O)c2cccc([N+](=O)[O-])c2)C1 (configuration not stated)	0
CNC(=O)Cc1csc(NC(=O)Cc2noc3ccccc23)n1	0
CCOC(=O)N1CCN(C(=O)CSc2nc3c(c(=O)n2-c2ccc(Br)cc2)SCC3)CC1	-17
Cn1cccc1CN(Cc1cccs1)C(=O)Cc1c(F)cccc1Cl	2
Cc1cc(C(=O)Nc2nnc(-c3ccco3)o2)nn1C	-10&3
COc1ccc(Cl)cc1C(=O)N1CCC[C@H](c2nnc(-c3ccsc3)o2)C1	6
COc1ccc(OC)c(-c2nnc(NC(=O)Cc3ccc(OC)c(OC)c3)s2)c1	-7
CC(=O)c1cccc(NC(=O)CSc2cccc3cccnc23)c1	116*
O=S(=O)(c1cccnc1)N1CCN(c2ccc3nncn3n2)CC1	-11
Cc1noc(C)c1S(=O)(=O)NCC(O)(c1cccs1)C1CC1 (configuration not stated)	-1
Cc1cc(C)c(C)c(S(=O)(=O)Nc2ccc3c(c2)NC(=O)C(C)(C)CO3)c1C	18
COc1ccc(CC(C)=NNS(=O)(=O)c2ccc(Br)cc2)cc1	-12
CNC(=O)CN1CCC(c2nnc(C(C)C)o2)CC1	-16
CC(=CC(=O)c1ccc(Br)cc1)Nc1cccc(Cl)c1	-11
O=C(CCSc1ccc(F)cc1)NCc1ccccc1	-10&-9
CCOC(=O)c1cccc(NC(=O)Cn2cccc(-c3nc(-c4ccc(C)cc4)no3)c2=O)c1	-5
COC(=O)c1c(NC(=O)CC2NCCNC2=O)sc(C)c1C (configuration not stated)	6
O=C(NCc1cccnc1)C1CCCN(c2ccc(-c3ccccc3)nn2)C1 (configuration not stated)	-21
COC(=O)c1ccsc1NC(=O)c1ccc(-c2ccccc2)cc1	-4
CC(=O)c1ccc(NC(=O)CSc2ccc(NC(=O)c3cccs3)nn2)cc1	0
c1ccc(-c2nc(CN3CC(c4nc(-c5ncccn5)no4)C3)cs2)cc1	9
COc1cc(/C=C\C(=O)NCCCS(=O)(=O)N2CCN(c3ccccn3)CC2)cc(OC)c1OC	-4
O=C(NCCNS(=O)(=O)c1cccc(Cl)c1)c1ccc(NC(=O)C2CCCC2)cc1	-3
CCc1ccc(OCCOCC2CO2)cc1 (configuration not stated)	-15
CCCCOc1ccc(C(=O)Nc2ccc3c(c2)NC(=O)C(C)(C)CO3)cc1	15
COc1ccccc1NC(=O)Cc1csc(SCC(=O)c2ccccc2)n1	-18
CC(C)N(CCSc1ccc(NC(=O)c2ccco2)nn1)C(C)C	-15
CCCc1cc(=O)n(CC(=O)Nc2ccncc2)cn1	-11&-3
Cc1nc2c(ccc3nc(NC(=O)CCCS(=O)(=O)c4ccc(Cl)cc4)sc32)s1	3
O=S(=O)(/C=C/c1ccccc1)NCCOc1ccc2nnc(-c3cccc(F)c3)n2n1	5
Cc1ccc(/C=C/C(=O)Nc2ccc3ccccc3c2)o1	-6
COc1ccccc1C1(CNC(=O)c2ccccc2C)CCOCC1	5
O=C(Oc1ccccc1)Oc1ccc(N(C(=O)Oc2ccccc2)S(=O)(=O)c2ccc3ccccc3c2)cc1Cl	-13
COc1ccc(OC)c(-c2csc(NC(=O)c3cccc(S(=O)(=O)C(C)C)c3)n2)c1	15
CCOc1ccc(NC(=O)c2ccc(Cl)s2)cc1	0
CSc1ncccc1C(=O)NCC(O)(c1ccccc1)C(F)(F)F (configuration not stated)	-4

# (further entries)
smiles	SSB-PriA inh
O=C(Nc1nnc(-c2ccc3c(c2)CCCC3)o1)c1ccc([N+](=O)[O-])o1	-14
CN1CCN(C(CNC(=O)c2ccccc2F)c2ccsc2)CC1 (configuration not stated)	1
O=S(=O)(Cc1cccc(F)c1)NCc1ccccc1-c1ccsc1	-15
CCOc1ccc(-c2ccc(=O)n(CCNC(=O)c3ccccc3)n2)cc1	3
CS(=O)(=O)c1ccc(Nc2nc(C(=O)NCc3ccccn3)cs2)cc1	-7
CCCS(=O)(=O)N1CCCc2cc(NC(=O)NCc3ccc(F)cc3)ccc21	-2
CCn1nc(C(C)C)cc1C(=O)O	2
O=C1c2ccccc2C(=O)N1c1ccccc1SC(F)(F)F	-6
O=C(c1cnc2ccccc2c1Nc1cccc(C(F)(F)F)c1)N1CCSCC1	2
CCn1c(SCC(=O)N2CCC(C)CC2)nc2sc3c(c2c1=O)CCC3	-8

# Fetched by compound from above, 6 records:
smiles	SSB-PriA inh
CN1CCN(C(CNC(=O)c2ccccc2F)c2ccsc2)CC1 (configuration not stated)	1
CCn1c(SCC(=O)N2CCC(C)CC2)nc2sc3c(c2c1=O)CCC3	-8
O=C(Nc1nnc(-c2ccc3c(c2)CCCC3)o1)c1ccc([N+](=O)[O-])o1	-14
O=S(=O)(Cc1cccc(F)c1)NCc1ccccc1-c1ccsc1	-15
O=C1c2ccccc2C(=O)N1c1ccccc1SC(F)(F)F	-6
CCn1nc(C(C)C)cc1C(=O)O	2

# Remaining list, next part.
smiles	SSB-PriA inh
CCCCC/C(C=NNc1ccc(S(=O)(=O)N2CCOCC2)cc1[N+](=O)[O-])=C\c1ccccc1	7
Cc1cnc(C(=O)N2CCN(c3ccccn3)CC2)cn1	-18
CC(=O)NCC(=O)N1CCC[C@H](Oc2nccnc2C#N)C1	-13
CC1CN(C)C(C)CC1=NOc1ccccc1[N+](=O)[O-] (configuration not stated)	-14
COCC(=O)N(c1ccc(F)cc1)[C@@H]1C=CS(=O)(=O)C1	-7
Cc1sc2ncnc(N3CCCCC3)c2c1-c1ccc(F)cc1	-7
COCCCNC(=S)NN=Cc1ccc(O)cc1O	46*
Cn1c(SCC(=O)NN=Cc2ccc(O)c(O)c2)nc2ccccc21	3
O=C(Cc1cccc2ccccc12)NCC1CCN(C(=O)c2ccncc2)CC1	-8
CN1CCN(C(CNS(=O)(=O)c2cc(Cl)ccc2Cl)c2ccsc2)CC1 (configuration not stated)	-2

# Molecules listed so far that have a nitro group on carbon (4):
smiles	SSB-PriA inh
C=C(C)C1CC=C(C)C(=NNC(=O)c2cccc([N+](=O)[O-])c2)C1 (configuration not stated)	0
O=C(Nc1nnc(-c2ccc3c(c2)CCCC3)o1)c1ccc([N+](=O)[O-])o1	-14
CCCCC/C(C=NNc1ccc(S(=O)(=O)N2CCOCC2)cc1[N+](=O)[O-])=C\c1ccccc1	7
CC1CN(C)C(C)CC1=NOc1ccccc1[N+](=O)[O-] (configuration not stated)	-14

# Carrying on.
smiles	SSB-PriA inh
COc1ccc(C=NNC(=O)c2ccoc2C)cc1O	-5
C#CCn1c(=NC(=O)c2cc(OC)c(OC)c(OC)c2)sc2ccc(Cl)c(Cl)c21	-10
CS(=O)(=O)N1CCC(C(=O)NCCn2ccc(C(F)(F)F)n2)CC1	-3
Cc1cc(C(=O)NN=Cc2cc(Br)cc(Br)c2OC(=O)c2cccc(F)c2)n[nH]1	-7
CCOC(=O)c1c(NC(=O)CSc2nc(N)cc(=O)[nH]2)sc(C)c1C	1
CCOC(=O)C(CC)Sc1nc(N)c(NC(=O)c2ccco2)c(=O)[nH]1 (configuration not stated)	2
COc1ccc(S(=O)(=O)C(CNC(=O)c2cc3ccccc3oc2=O)c2cccs2)cc1 (configuration not stated)	-16
Cn1cnc(S(=O)(=O)NCc2cncc(-c3ccsc3)c2)c1	-15
COc1ccc(Cl)cc1NC(=O)C1(c2cccs2)CCCC1	-22
O=C(NCc1cc(-c2ccccc2)on1)C1CC1	-5
COc1ccc(SCC2CCN(C(=O)c3ccco3)CC2)cc1	1
O=C(NCCCn1nc(-c2ccncc2)ccc1=O)c1ccccc1	2
